Assay outcomes (PubChem)
PKA-R1A activ: activators of PKA-R1A holoenzyme, primary screen, biochemical, fluorescence polarization, Cy5-IP20, bovine R1A, mouse PKAc; cAMP-dependent protein kinase type I-alpha regulatory subunit (Bos taurus) + …; PKA-R1A dissociation; scaled: DMSO 0%, 113 µM cGMP 100%; activation, % at 11.4 µM; hit rate 0.083% among 340,000; AID 504707, 2011;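 active means percent activation above the mean of all tested compounds plus 3 SD, cut at about 19% in these data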;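 further: higher means more PKAc released from R1A so a rise in polarization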
SUMO Mot1 rescue: yeast Mot1-301 growth rescue at high temperature, primary screen, SUMOylation pathway inhibitor project, S. cerevisiae, ATP luminescence, 38.5C. hit rate 1% among 320,000. growth rescue, % at 18.8 µM. S. cerevisiae Mot1-301 growth rescue; percent above DMSO median, 100 means doubled;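 active means every valid replicate shows activation above 250% relative to neutral control wells; inactive means the rest, any valid replicate at or below 250%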;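 further: OY570 slx delta 5 strain wells were the positive control but not used for scaling; some compounds called inactive have numbers as strong as hits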
CDK5 p35 inh: inhibitors of human CDK5/p35 kinase, primary screen, biochemical, single concentration; hit rate 0.01% among 330,000; inhibition, % at 10 µM; AID 488839, 2010; Cyclin-dependent kinase 5 (Homo sapiens) + Cyclin-dependent kinase 5 activator 1 (Homo …; Recombinant CDK5/p35, ADP-Glo luminescence, 60 min;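 active means highest replicate inhibition of at least 50% and at least 75% of replicates reaching 50%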;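 further: plate controls were DMSO neutral control for no effect and GW8510 at 10 µM for full effect; many of its hits are not listed in these tables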
AddAB inh: growth inhibition of E. coli expressing H. pylori AddAB, primary screen, AddAB inhibitor project, absorbance; inhibition, % at 11.9 µM; hit rate 0.29% among 330,000; AID 435030, 2010; in the data active means inhibition above about 12%;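 further: 0% = vehicle wells of infected cells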
phage Ecoli inh: growth loss of phage-infected E. coli, primary screen, RecBCD inhibitor project, absorbance, with phage, HTS; inhibition, % at 11.9 µM; hit rate 0.26% among 360,000; AID 651602, 2012; in the data active means inhibition above about 11%
PKA-R2B act: activators of PKA-R2B holoenzyme, primary screen, biochemical, fluorescence polarization, Cy5-IP20, human; cAMP-dependent protein kinase catalytic subunit beta (Homo sapiens) + cAMP-dependent …; PKA-R2B holoenzyme dissociation; R2B truncated from residue 108, S112A mutant; 0% DMSO only, 100% 113 µM cGMP; activation, % at 11.4 µM; hit rate 0.079% among 340,000;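 active means activation above a cutoff set at the mean over all compounds plus 3 SD, cut at about 18% in these data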;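 further: higher means more holoenzyme dissociation and a rise in polarization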
DAGLB inhibitor: DAGLB lipase inhibitors, primary screen, biochemical, fluorescence, HTS. HEK293T DAGLB membrane lysate, EnzChek fluorogenic substrate. inhibition, % at 5.17 µM. hit rate 0.059% among 340,000. Diacylglycerol lipase-beta (Homo sapiens), Q8NCG7; in the data active means inhibition above about 34%;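 further: 0% = enzyme with vehicle and 100% = wells lacking enzyme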
Target sequence (Q8NCG7 whole entry, looked up): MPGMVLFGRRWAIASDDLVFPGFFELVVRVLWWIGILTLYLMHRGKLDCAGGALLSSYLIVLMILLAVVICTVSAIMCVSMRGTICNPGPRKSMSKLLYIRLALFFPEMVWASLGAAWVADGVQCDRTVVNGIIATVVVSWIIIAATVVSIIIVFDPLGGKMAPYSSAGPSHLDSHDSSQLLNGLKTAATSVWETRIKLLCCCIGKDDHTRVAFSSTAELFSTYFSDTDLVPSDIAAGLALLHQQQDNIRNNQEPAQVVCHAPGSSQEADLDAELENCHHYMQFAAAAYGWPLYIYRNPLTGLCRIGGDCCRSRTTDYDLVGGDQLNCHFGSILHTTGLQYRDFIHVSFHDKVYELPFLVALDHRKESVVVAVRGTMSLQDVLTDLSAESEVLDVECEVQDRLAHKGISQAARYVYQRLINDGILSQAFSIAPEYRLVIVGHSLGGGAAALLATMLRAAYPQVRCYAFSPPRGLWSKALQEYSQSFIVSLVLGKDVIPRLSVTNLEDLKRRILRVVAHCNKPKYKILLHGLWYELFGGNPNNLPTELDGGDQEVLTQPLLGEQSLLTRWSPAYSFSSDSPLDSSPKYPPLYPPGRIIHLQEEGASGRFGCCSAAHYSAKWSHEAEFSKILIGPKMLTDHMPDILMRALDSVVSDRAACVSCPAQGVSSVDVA
E coli growth: E. coli V3065 growth inhibition, primary screen, counter-screen for AddAB inhibitor project, absorbance, OD600 | AID 449728, 2010 | hit rate 0.27% among 330,000 | 18 h | inhibition, % at 11.9 µM;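 active means inhibition above the campaign's mean inhibition across all tested compounds plus 3 SD, cut at about 9.9% in these data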;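 further: uninfected addAB+ strain grown without phage in ampicillin broth; 0% = DMSO wells and 100% = ciprofloxacin 0.95 µg/ml wells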
HTR5A inv ag: HTR5A inverse agonists in luminescence cell assay, primary screen, counter-screen for OPRM1-OPRD1 heterodimer inverse agonist project, full-deck HTS; HTR5A cell line, inverse agonism; inhibition, % at 9.3 µM; hit rate 0.083% among 340,000; AID 504634, 2011; in the data active means inhibition mostly above about 23%, no sharp cut-off; inactive means mostly below about 18%;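 further: 0% = cells with DMSO and 100% = no-cell wells with DMSO; some compounds called inactive have numbers as strong as hits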
Tat transport: E. coli Tat export inhibitors, primary screen, MC4100, TorA-mCherry reporter, fluorescence, single point. inhibition, % at 10 µM. hit rate 0.036% among 340,000. AID 488895, 2010;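 active means mean replicate inhibition at least 50% and at least half of replicates individually reaching 50%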;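 further: exported cargo escapes ClpAP degradation while cytoplasmic cargo is degraded and loses fluorescence; 0% = median of neutral control wells and 100% = median of NaSCN control wells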
HTR5A ag ctr: HTR5A agonists in luminescence cell assay, primary screen, counter-screen for OPRM1-OPRD1 heterodimer agonist project, full-deck HTS; hit rate 0.61% among 340,000; activation, % at 9.3 µM; cell-based; 5-hydroxytryptamine receptor 5A (Homo sapiens), P47898; in the data active means activation mostly above about 9.5%, no sharp cut-off; inactive means mostly below about 7.6%;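 further: 0% = cells with vehicle only and 100% = reference agonist; strong numbers were not always called active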
* = called active by the depositor; . = not tested or not shown.

entry	Molecule	PKA-R1A activ	SUMO Mot1 rescue	CDK5 p35 inh	AddAB inh	phage Ecoli inh	PKA-R2B act
1	COc1ccc([C@H]2CC(=O)C=C(c3ccc(OC(F)(F)F)cc3)C2)cc1	-15	-9	-1.2	-0.8	2.8	-19
2	NC(=O)C(Cc1ccccc1)NS(=O)(=O)c1ccc(N2CCCC2=O)cc1 (stereo unspecified)	-8	8	-2.6	1.7	-0.6	8
3	CCOC(=O)c1ccc(NS(=O)(=O)c2ccc3c(c2)NC(=O)CCS3)cc1	-8	72	0.0	2.9	2.4	0
4	O=C(CCCN1C(=O)c2cccc3cccc(c23)C1=O)N1CCN(c2ncccn2)CC1	6	-10	0.2	-0.2	1.7	0
5	Nn1c(SCC(=O)N2CCCc3ccccc32)nnc1-c1ccc(Cl)cc1	-8	8	0.0	-0.2	1.4	6
6	C=CCNS(=O)(=O)c1cccc(C(C)=O)c1	-11	-3	-0.1	4.3	3.8	-2
7	O=C(O[C@@H]1[C@H](Cc2ccccc2)NS(=O)(=O)[C@H]2C[C@@H]3C=C[C@]12O3)c1ccccc1Br	2	-2	-0.1	3.0	0.4	2
8	Cc1ccc(NC(=O)CN(C)Cc2cccs2)cc1Cl	-14	7	2.6	2.2	1.7	4
9	N=c1c(S(=O)(=O)c2ccc(Cl)cc2)cc2c(=O)n3ccccc3nc2n1C1CCCC1	-4	-6	-1.0	-2.3	2.4	3
10	C=CCn1c(SCC(=O)N2CCN(c3ccc(F)cc3)CC2)nnc1-c1cccs1	-3	5	0.0	4.2	2.7	-5
11	CC(=O)Nc1ccc(N(CC(=O)NC2CCCCC2)C(=O)Cn2nnc(-c3ccccc3)n2)cc1	-8	5	-0.3	1.6	1.4	-5
12	CN(C)c1ccc(CNC(=O)C2CCC(CNc3c(N4CCCCC4)c(=O)c3=O)CC2)cc1 (stereo unspecified)	2	-7	0.3	3.0	2.9	-11
13	COc1ccc(C2CC(=O)C3=C(C2)Nc2ncnn2C3c2ccccc2C)cc1 (stereo unspecified)	5	-5	-1.3	1.3	1.4	-2
14	CCCCCc1cc(=O)oc2c(C(CCN3CCN(c4ccccc4)CC3)c3ccc(N(C)C)cc3)c(OC)cc(OC)c12 (stereo unspecified)	5	37	-1.1	2.7	6.2	3
15	CCOC(=O)c1ccc(N2C(=O)C(CC(N)=O)N(NC(=O)c3cccc(F)c3)C2=S)cc1 (stereo unspecified)	1	-14	-0.7	0.5	-2.6	-2

entry	DAGLB inhibitor	E coli growth	HTR5A inv ag	Tat transport	HTR5A ag ctr
1	-14	-1.4	-2	8	-1
2	-1	1.2	-6	-17	-3
3	2	0.4	14	0	0
4	0	-0.1	5	-2	0
5	-1	0.9	-21	3	-2
6	1	0.3	-6	-18	-2
7	0	2.3	3	-6	-3
8	-13	-2.8	-1	2	-2
9	2	0.2	13	7	-4
10	-1	-0.5	-9	2	3
11	0	0.1	-12	0	1
12	-1	0.6	3	-5	-1
13	3	-1.3	-7	2	-2
14	0	1.2	34	-2	-6
15	-1	-2.1	1	-2	0

Structural class: those above with an aryl thioether with sulfur outside any ring.
entry	Molecule	PKA-R1A activ	SUMO Mot1 rescue	CDK5 p35 inh	AddAB inh	phage Ecoli inh	PKA-R2B act
5	Nn1c(SCC(=O)N2CCCc3ccccc32)nnc1-c1ccc(Cl)cc1	-8	8	0.0	-0.2	1.4	6
10	C=CCn1c(SCC(=O)N2CCN(c3ccc(F)cc3)CC2)nnc1-c1cccs1	-3	5	0.0	4.2	2.7	-5

entry	DAGLB inhibitor	E coli growth	HTR5A inv ag	Tat transport	HTR5A ag ctr
5	-1	0.9	-21	3	-2
10	-1	-0.5	-9	2	3

Carrying on.
entry	Molecule	PKA-R1A activ	SUMO Mot1 rescue	CDK5 p35 inh	AddAB inh	phage Ecoli inh	PKA-R2B act
16	CC(=O)c1cn(CCOc2cc(C)ccc2C)c2ccccc12	2	10	1.9	0.7	-2.4	0
17	CC(C)CCN(C(=O)c1csnn1)C(C(=O)NC1CCCCC1)c1ccc(F)cc1 (stereo unspecified)	-7	-8	0.1	2.0	-1.2	-6
18	CCCCOC(=O)Oc1ccc2c(=O)c(Oc3cccc(C)c3)coc2c1	-2	-21	1.0	1.7	3.9	-10
19	CCSc1nc2sccc2c(=O)n1-c1ccccc1	3	-19	1.5	4.7	0.5	3
20	COc1ccc(CC(=O)NCC(=O)N/N=C/c2ccco2)cc1	-10	.	0.7	.	1.6	-7
21	Cn1c(=O)[nH]c(=O)c2c1nc(N1CCCCCC1)n2CC(N)=O	-3	-6	-1.5	4.7	3.0	1
22	COc1ccnc(Oc2cccc(C(F)(F)F)c2)c1C(=O)N/C=N/OCc1ccccc1F	-7	5	1.5	1.3	5.1	13
23	COC(=O)C1C(OC)=CC(=O)C2CCCCC21 (stereo unspecified)	-7	.	0.4	.	1.1	-5
24	CCN(CC)CCCN(Cc1cc2cc3c(cc2[nH]c1=O)OCCO3)C(=O)Nc1ccc(F)cc1	-12	-8	0.0	-0.5	0.9	4
25	c1ccc(CN=C2NN=C(c3ccccc3)CS2)cc1	1	18	1.6	-0.2	-0.9	0
26	Cc1ccc(S(=O)(=O)N(C)CC(=O)O/N=C(\N)c2cccnc2)cc1	-3	6	-3.4	-0.6	0.5	-4
27	COc1cccc(NC(=O)CN(C)C(=O)C2=COCCO2)c1	-7	.	-1.9	.	0.5	-7
28	S=C(NCCC(c1ccccc1)c1ccccc1)Nc1ccccc1Cl	-5	-7	1.1	4.6	2.9	-4
29	Cc1cccc(C)c1N(CC(=O)NN=C1CCCCCC1)S(C)(=O)=O	-13	.	0.9	1.9	1.4	5
30	Cn1nc2c3cc(F)ccc3n(Cc3ccc(F)cc3)cc-2c1=O	-16	-9	-0.2	2.3	0.9	-13

entry	DAGLB inhibitor	E coli growth	HTR5A inv ag	Tat transport	HTR5A ag ctr
16	-4	-1.8	1	3	0
17	-4	0.3	-22	3	-4
18	-5	-1.8	10	-10	-3
19	-2	0.4	23	1	-9
20	3	.	-9	4	-5
21	1	-0.2	.	-3	.
22	-7	3.2	3	9	-1
23	0	.	2	-5	-1
24	1	-0.6	-7	4	3
25	0	-0.6	3	0	-1
26	-4	0.8	-16	-7	4
27	0	.	8	-5	4
28	-5	4.0	11	3	-4
29	-1	1.3	-11	-5	4
30	0	1.9	8	-12	-2

(further entries)
entry	Molecule	PKA-R1A activ	SUMO Mot1 rescue	CDK5 p35 inh	AddAB inh	phage Ecoli inh	PKA-R2B act
31	Cc1cccc(Oc2ccccc2NC(=O)CSCC(=O)Nc2cc(C)on2)c1	-3	.	0.1	.	2.9	-5
32	Cn1c(=O)c2c(nc(CO)n2C)n(C)c1=O	-4	9	0.5	1.2	7.5	-7
33	COc1cccc(/C(=N/O)C2CC2c2ccc(Cl)cc2)c1 (stereo unspecified)	-4	6	-0.1	1.9	7.6	-10
34	CCC1CCCCN1C(=O)CCn1c(=O)oc2ccccc21 (stereo unspecified)	1	-21	-0.8	-0.6	1.1	4
35	O=C(c1cccc(OCc2ccccc2)c1)N1CCOCC1	-16	31	-2.5	0.5	.	-9
36	CCOC(=O)n1ccc(C(=O)Nc2ccccc2F)n1	16	-18	0.7	-0.5	8.2	11
37	CCc1cc2c(N[C@@H](Cc3ccccc3)C(=O)O)ncnc2s1	-20	-6	0.6	-3.0	-1.4	4
38	N=c1c(S(=O)(=O)c2ccc(Cl)cc2)cc2c(=O)n3ccccc3nc2n1CC1CCCO1 (stereo unspecified)	-4	-6	-1.3	0.0	.	-4
39	N#Cc1ccc(Oc2cccc3cccnc23)c([N+](=O)[O-])c1	-5	10	-1.6	-0.5	1.2	-6
40	OCCN1CCN(C(=S)Nc2ccc(SC(F)F)cc2)CC1	-3	10	-0.5	-1.2	5.3	11
41	Cc1ccc(C2CC(=O)Oc3cc(C)cc(C)c32)cc1 (stereo unspecified)	-3	.	0.9	1.1	3.3	-6
42	O=C(COC(=O)c1ccc(S(=O)(=O)N2CCCC2)cc1)Nc1ccc(Cl)cc1	6	8	-0.1	-0.6	1.6	9
43	Cc1nnc2sc(SCC(=O)Nc3ccc(Br)cc3)nn2c1=O	-2	3	-0.3	0.3	1.5	8
44	CCn1nnnc1SCC(=O)c1ccc(C)cc1C	0	109	-0.5	1.1	2.4	-4

entry	DAGLB inhibitor	E coli growth	HTR5A inv ag	Tat transport	HTR5A ag ctr
31	-2	.	10	7	2
32	-1	0.4	-9	0	2
33	-7	0.9	-2	-4	1
34	0	1.4	-2	0	5
35	-2	-1.5	-1	-10	0
36	2	-3.7	-12	1	3
37	0	0.0	-6	-2	2
38	0	-1.3	-3	-3	1
39	2	1.2	13	-1	-4
40	-1	-0.7	-5	0	-1
41	-9	-0.2	-4	3	1
42	2	-1.9	10	-5	-4
43	1	3.4	-60	-6	-3
44	-2	-2.2	3	-4	-2
